Screening results (PubChem BioAssay)
VIM-2 inhibitor: inhibitors of Pseudomonas aeruginosa VIM-2 metallo-beta-lactamase; AID 1527; purified VIM-2, nitrocefin hydrolysis, epi-absorbance fluorescence; inhibition, % at 5.6 µM; actives 0.89% (n = 290,000);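 active = inhibition above the mean of all tested compounds plus 3 SD, cutoff set per screening run, cut at about 7.5% in these data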;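 note: red hydrolysis product quenches plate fluorescence so inhibitors raise well fluorescence; 0% = enzyme with DMSO and 100% = DMSO without enzyme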
PfM18AAP inh: blocks P. falciparum M18 aspartyl aminopeptidase | AID 1822 | actives 1.2% (n = 290,000) | recombinant PfM18AAP, H-Glu-NHMec fluorogenic cleavage | inhibition, % at 7.35 µM;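 active = inhibition above the campaign mean inhibition over all tested compounds plus 3 SD, cut at about 28% in these data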;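 note: 0% = plate median of test compound wells and 100% = 2 mM ZnCl2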
IMP-1 inh: blocks Pseudomonas aeruginosa IMP-1 metallo-beta-lactamase. purified IMP-1, nitrocefin hydrolysis, epi-absorbance fluorescence. inhibition, % at 5.6 µM. actives 0.45% (n = 290,000);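 active = inhibition above the mean plus 3 SD of all compounds in the same screening run, cut at about 4.5% in these data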;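 note: 0% = IMP-1 with DMSO and 100% = DMSO wells lacking enzyme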
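System: Purified recombinant IMP-1 metallo-beta-lactamase enzyme | Measured by: Fluorescence quenching readout, ex 480/em 530 nm | Replication: Singlicate | Incubation: 15 min preincubation plus 25 min reaction at 25 °C | Evaluation: Percent inhibition from optical density relative to buffer-blank wells | Benchmarks: DMSO with and without IMP-1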
NS3 helicase inh: blocks Hepatitis C virus NS3 helicase unwinding; NS3 helicase DNA unwinding, Cy5 molecular beacon fluorescence; inhibition, % at 10.9 µM; actives 0.56% (n = 290,000); AID 1800;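 active = inhibition above the mean of all tested compounds plus 3 SD, set per campaign, cut at about 35% in these data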;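 note: 0% = DMSO wells and 100% = thioflavine S control wells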
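Compound dosing – single dose, 10.9 µM nominal final, DMSO 0.8% final · System – NS3 helicase fragment of HCV · Buffer or medium – MOPS pH 6.5, MgCl2, DTT, Tween20, BSA · Signal – Cy5 beacon fluorescence read at start and 1 h · Also added – annealed dual-labelled DNA beacon duplex, ATP-started · Schedule – 1 h at 25 °C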
IDE cell inh: inhibits human insulin-degrading enzyme in HEK cells; inhibition, % at 5.59 µM; FAbetaB cleavage, fluorescence polarization; actives 0.41% (n = 320,000); AID 434962; P14735;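 active = percent inhibition above the average of all tested compounds plus 3 SD, set per screening campaign, cut at about 16% in these data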;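 note: IDE supplied by intact live HEK cells; FP after avidin binding of uncleaved biotin substrate so inhibition keeps polarization high; 0% = DMSO wells and 100% = 60 µM reference IDE inhibitor Ii1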
UBC9 SUMO inh: inhibitors of human SUMOylation (UBC9); P63279; HTRF SUMOylation assay, SAE1/SAE2 + UBC9, in vitro; inhibition, % at 35 µM; actives 0.36% (n = 290,000); AID 2006; in the data active = inhibition above about 50%, passing the limit was not always enough; note: strong numbers were not always called active
IDE act: activators of human insulin-degrading enzyme in cells; P14735; HEK cells, FAbeta-B cleavage, fluorescence polarization; 0% vehicle, 100% cell-free pure enzyme wells; activation, % at 5.96 µM; actives 0.073% (n = 340,000); AID 493087;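 active = activation above the mean of all tested compounds plus 3 SD, set per screening campaign, cut at about 17% in these data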
FID counter: fluorescent intercalator displacement, NS3 helicase counter-screen. inhibition, % at 7.9 µM. DNA fluorescent intercalator displacement, fluorescence. actives 0.17% (n = 290,000). AID 1845; in the data active = inhibition above about 37%;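 note: 0% = vehicle and 100% = reference compound; higher means more ethidium bromide displaced from hairpin DNA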
p-CIP stab down: lowers stability of the mouse p/CIP coactivator protein; Q05BA5; decrease of EGFP signal, % at 10 µM; F442A p/CIP-EGFP cells, EGFP fluorescence, 16 h; actives 0.01% (n = 290,000);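 active = EGFP signal decrease of at least 30% at 10 µM or well 3 SD below plate mean, unless failing retest; inactive = the rest, including hits failing retest or dose response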; note: some compounds called inactive have numbers as strong as hits; many of its hits are not listed in these tables
Target sequence (Q05BA5 1-1403): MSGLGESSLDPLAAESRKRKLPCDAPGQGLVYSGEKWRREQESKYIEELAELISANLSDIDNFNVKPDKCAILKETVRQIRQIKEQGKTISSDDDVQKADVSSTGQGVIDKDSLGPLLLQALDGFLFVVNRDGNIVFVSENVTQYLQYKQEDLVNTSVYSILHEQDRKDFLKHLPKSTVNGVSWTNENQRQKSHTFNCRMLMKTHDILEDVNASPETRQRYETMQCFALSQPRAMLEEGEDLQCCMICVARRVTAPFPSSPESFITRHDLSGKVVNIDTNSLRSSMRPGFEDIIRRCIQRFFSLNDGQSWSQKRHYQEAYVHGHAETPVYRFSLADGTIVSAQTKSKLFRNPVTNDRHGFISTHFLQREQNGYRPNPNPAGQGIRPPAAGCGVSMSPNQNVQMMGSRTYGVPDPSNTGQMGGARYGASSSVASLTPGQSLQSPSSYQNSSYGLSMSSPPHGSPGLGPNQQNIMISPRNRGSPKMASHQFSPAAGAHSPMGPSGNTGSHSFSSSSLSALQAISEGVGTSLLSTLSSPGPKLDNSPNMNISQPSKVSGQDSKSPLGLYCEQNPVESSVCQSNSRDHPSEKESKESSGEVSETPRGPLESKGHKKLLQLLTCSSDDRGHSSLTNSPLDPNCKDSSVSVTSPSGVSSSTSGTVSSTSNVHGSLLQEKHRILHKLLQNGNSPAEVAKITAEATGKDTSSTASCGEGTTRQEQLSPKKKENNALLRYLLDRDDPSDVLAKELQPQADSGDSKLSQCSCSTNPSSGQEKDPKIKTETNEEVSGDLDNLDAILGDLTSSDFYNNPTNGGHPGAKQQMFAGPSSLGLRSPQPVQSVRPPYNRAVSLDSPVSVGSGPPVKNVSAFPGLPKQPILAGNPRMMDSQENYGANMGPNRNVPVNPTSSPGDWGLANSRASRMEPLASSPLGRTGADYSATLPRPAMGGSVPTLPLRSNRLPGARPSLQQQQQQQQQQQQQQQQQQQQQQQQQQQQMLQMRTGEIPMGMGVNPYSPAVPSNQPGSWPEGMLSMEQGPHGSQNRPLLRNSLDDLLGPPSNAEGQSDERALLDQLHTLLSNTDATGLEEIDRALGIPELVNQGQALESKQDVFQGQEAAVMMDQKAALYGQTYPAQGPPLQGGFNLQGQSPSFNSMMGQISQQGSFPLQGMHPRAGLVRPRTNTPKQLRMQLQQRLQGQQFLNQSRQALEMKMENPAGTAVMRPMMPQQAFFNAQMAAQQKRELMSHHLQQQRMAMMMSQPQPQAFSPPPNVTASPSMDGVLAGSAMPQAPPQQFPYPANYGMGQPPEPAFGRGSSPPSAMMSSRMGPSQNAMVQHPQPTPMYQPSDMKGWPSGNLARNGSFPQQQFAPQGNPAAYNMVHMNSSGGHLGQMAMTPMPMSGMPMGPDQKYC
Starred values were filed as active, the others as inactive; · = not tested or not shown. Hits appear at their usual frequency, and some 3.6% of all compounds hit somewhere here.

SMILES	VIM-2 inhibitor	PfM18AAP inh	IMP-1 inh	NS3 helicase inh	IDE cell inh	UBC9 SUMO inh	IDE act	FID counter	p-CIP stab down
CCN1CCN(CC(=O)N2N=C(c3ccc(OC)cc3)CC2c2ccc(OC)cc2)C(=O)C1=O (stereo not given)	-0.3	-10	-2.8	4	2	5	2	-28	-8
CC1CCN(CCn2c(=S)[nH]c3ncccc3c2=O)CC1	-3.0	5	-2.1	19	·	·	·	-6	·
CCOC(=O)C(C)Oc1cccc2c(=O)n(CC(=O)NCCc3ccc(OC)c(OC)c3)ccc12 (stereo not given)	-0.7	-3	-2.2	3	-5	10	1	-38	-6
c1ccc(CN2CCN(CCOCCOc3ccc4c(c3)CCC4)CC2)cc1	-1.3	-3	-0.7	3	-4	11	-2	2	5
CCN=c1scc(-c2ccccc2)n1/N=C/c1ccccn1	-1.1	3	-1.5	-11	1	-14	-6	-23	-2
COCCN(C(=S)Nc1ccccc1C)C(C)c1ccco1 (stereo not given)	-3.2	-9	-2.4	10	-1	3	-3	-3	4
O=C(Nc1ccc(Br)cn1)c1coc(=O)c(Br)c1	-1.3	-2	-0.4	13	6	23	0	4	-4
CCOC(=O)c1c(C)[nH]c(C(=O)OCC(=O)c2c(N)n(C)c(=O)n(C)c2=O)c1C	-2.1	-2	-2.5	1	4	0	·	-4	-17
Cn1c(=O)c2c(nc(N3CCOCC3)n2C/C=C/c2ccccc2)n(C)c1=O	-3.8	2	-1.2	6	8	1	·	-25	-7
CC(c1ccccc1)C1NC(C(=O)O)CS1 (stereo not given)	1.8	2	-0.7	-9	-4	-24	-1	-2	-3
COC(=O)c1ccccc1NC(=O)CSc1[nH]c(=O)cc(C)c1C#N	-6.1	-4	-2.7	-2	1	6	1	2	-1
Brc1ccc(OCCCCCN2CCOCC2)cc1	-2.0	-9	-2.2	12	4	9	4	12	-2
CC1CCN(Cc2nnnn2CCCC(=O)NCCN2CCOCC2)CC1	1.0	-18	-0.8	3	1	8	5	-5	-16
Brc1ccccc1-n1nnc(-c2cccnc2)n1	-1.2	10	-1.3	3	8	-14	-3	-6	-15
CC(C)[C@@H](C(=O)NCC1CCCO1)N1C(=O)N2CCc3c([nH]c4ccccc34)[C@@]2(C)C1=O (stereo not given in full)	-6.5	7	-4.0	-16	8	20	3	-45	-2
CCN(CC(=O)N1CCN(Cc2ccccc2)CC1)S(=O)(=O)c1ccc(C)cc1	-1.7	-1	-2.0	9	5	0	1	-20	4
N/C(Cc1ccc(Cl)cc1Cl)=N\OC(=O)Cc1cccs1	-3.8	-5	-2.6	-2	-1	-8	3	-6	1
Cc1ccc(C)c(NC(=O)c2ccc[n+](Cc3ccc([N+](=O)[O-])cc3)c2)c1	-3.4	-2	-1.3	6	3	-23	9	14	-9
CC(C)c1nc(Cl)c(C#N)c2c1CSC(C)(C)C2	0.1	-8	1.8	10	-1	-6	0	-2	-3
CC(NCc1ccc2c(c1)OCO2)C(=O)N1CCc2ccccc21 (stereo not given)	-3.5	-6	-2.3	-4	3	7	4	2	-2
O=C(Nc1ccc(N2CCCC2)c(S(=O)(=O)Nc2cccc(C(F)(F)F)c2)c1)c1cccs1	-1.1	-4	-2.2	-6	-3	-2	2	-7	-14
CCCCCCCCCC[n+]1cccc(C(=O)N(CC)CC)c1	-1.5	4	-2.3	-10	6	0	2	21	1
CCOc1cc(C(=O)N2CCCC2)cc(OCC)c1OCC	-1.3	-5	-2.1	0	1	2	0	-20	-20
CCc1cc2c3c([nH]c2cc1S(=O)(=O)N1CCC2(CC1)OCCO2)CCCC3=O	2.1	4	2.5	8	2	19	2	-13	-22
O=C(CSCc1ccccc1Br)NC1CC1	-2.2	1	-2.6	7	0	-8	0	-1	2
Cc1ccc(N2C(=O)[C@@H]3C(C(=O)CN4C(=O)c5ccccc5C4=O)=NN[C@@H]3C2=O)c(C)c1	-0.8	-10	-2.4	4	2	14	·	-20	-15
O=C1CC(N2CCCCCC2)C(=O)N1c1ccc2c(c1)OCO2 (stereo not given)	-2.0	-6	0.9	3	4	8	-5	-3	-1
COc1ccc(C(=O)Nc2ccc(Cl)cc2C(=O)N2CCOCC2)cc1	-0.6	-7	-2.0	2	-3	15	-2	-8	-31
NS(=O)(=O)c1ccc(NC(=O)CSc2nc3ccccc3n2-c2ccccc2)cc1	-0.5	7	-3.2	-5	-1	-28	-2	-15	-1
COC(=O)NNC(=S)NCc1ccc(C)cc1	0.0	7	-3.7	5	-3	5	-3	-4	-5

Results in PfM18AAP inh (5 entries from above):
| canonical_smiles | PfM18AAP inh |
| --- | --- |
| CCOC(=O)C(C)Oc1cccc2c(=O)n(CC(=O)NCCc3ccc(OC)c(OC)c3)ccc12 (stereo not given) | -3 |
| c1ccc(CN2CCN(CCOCCOc3ccc4c(c3)CCC4)CC2)cc1 | -3 |
| CCN=c1scc(-c2ccccc2)n1/N=C/c1ccccn1 | 3 |
| COCCN(C(=S)Nc1ccccc1C)C(C)c1ccco1 (stereo not given) | -9 |
| O=C(Nc1ccc(Br)cn1)c1coc(=O)c(Br)c1 | -2 |

Continuation:
SMILES	VIM-2 inhibitor	PfM18AAP inh	IMP-1 inh	NS3 helicase inh	IDE cell inh	UBC9 SUMO inh	IDE act	FID counter	p-CIP stab down
CC(C)N(C(=O)Cn1c(SCC(=O)NC2CC2)nc2ccccc21)C(C)C	-2.7	-3	-1.6	2	1	6	-1	-15	4
COc1ccc(CN2CCOCCOCCOCC2)cc1	-3.3	-7	-4.4	13	-7	-9	-5	3	-10
Cc1ccc(CNC(=O)C2CCC(=O)N(CCc3cccc(F)c3)C2)s1 (stereo not given)	0.6	2	0.6	-12	·	-1	4	-22	8
COc1ccc(C(=O)O/N=C(/c2ccccc2)c2ccncc2)cc1	-1.6	-7	-1.9	-4	-2	11	2	-8	-4
CCc1ccc2oc(-c3cc(N)ccc3Cl)nc2c1	-1.4	-2	-2.2	1	3	-4	4	-5	1
CCOCC(=O)Nc1nnc(SCCOC)s1	-1.8	4	-1.8	-3	5	4	4	4	-7
CC1CCCCC1NC(=O)CC1Oc2ccccc2NC1=O (stereo not given)	-2.6	-6	0.3	-2	0	11	5	-8	-4
CCC1C(=O)C(C)(C)C(=O)OC1c1ccc([N+](=O)[O-])cc1 (stereo not given)	0.8	2	-2.1	10	1	7	-3	-3	0
Cc1nnsc1C(=O)NNC(=O)c1ccc(C(F)(F)F)cc1	-2.9	-5	-1.5	2	0	7	9	-4	14
CSc1cccc(CN2CCCC(CNC(=O)c3ccco3)C2)c1 (stereo not given)	0.3	6	-1.3	4	-1	5	-7	0	-16
CCOC(=O)CNC(=O)N1CCCC(C(=O)c2cc(C)c(OC)c(C)c2)C1 (stereo not given)	-1.7	1	-2.7	2	-2	4	-1	-22	-11
CC(=O)Nc1cccc(/C(C)=N/N2C(C)CCCC2C)c1 (stereo not given)	0.1	-11	-0.6	5	-2	8	3	-16	-6
CCc1nc2oc3ccccc3c(=O)c2c(=O)n1Cc1ccccc1	0.5	-5	-0.1	-8	-2	11	7	-10	3
O=C1CCN(Cc2ccccc2)CCN1[C@H](CO)c1ccccc1	-1.3	8	-4.7	3	4	-4	6	-15	-5
CCc1noc(C)c1C(=O)Nc1ccccc1C(C)(C)C	-2.6	-4	-1.6	12	10	16	6	-1	-4

Pulled one by one from the list above, 6 records:
SMILES	VIM-2 inhibitor	PfM18AAP inh	IMP-1 inh	NS3 helicase inh	IDE cell inh	UBC9 SUMO inh	IDE act	FID counter	p-CIP stab down
Cc1ccc(CNC(=O)C2CCC(=O)N(CCc3cccc(F)c3)C2)s1 (stereo not given)	0.6	2	0.6	-12	·	-1	4	-22	8
CCN1CCN(CC(=O)N2N=C(c3ccc(OC)cc3)CC2c2ccc(OC)cc2)C(=O)C1=O (stereo not given)	-0.3	-10	-2.8	4	2	5	2	-28	-8
CC1CCCCC1NC(=O)CC1Oc2ccccc2NC1=O (stereo not given)	-2.6	-6	0.3	-2	0	11	5	-8	-4
COc1ccc(C(=O)O/N=C(/c2ccccc2)c2ccncc2)cc1	-1.6	-7	-1.9	-4	-2	11	2	-8	-4
CCOc1cc(C(=O)N2CCCC2)cc(OCC)c1OCC	-1.3	-5	-2.1	0	1	2	0	-20	-20
O=C(CSCc1ccccc1Br)NC1CC1	-2.2	1	-2.6	7	0	-8	0	-1	2

Remaining list, next part.
SMILES	VIM-2 inhibitor	PfM18AAP inh	IMP-1 inh	NS3 helicase inh	IDE cell inh	UBC9 SUMO inh	IDE act	FID counter	p-CIP stab down
O=C1C(=O)N(CCN2CCOCC2)C(c2ccc(Cl)cc2)/C1=C(/O)c1ccc(S(=O)(=O)N2CCOCC2)cc1 (stereo not given)	-2.8	-2	-1.9	10	5	9	-6	-44	-4
CC(C)(C)NC(=O)CN(C(=O)CCN1CCCc2ccccc21)C(C)(C)C	-2.3	7	-7.2	2	6	5	-10	-4	-5
CCc1ccc2nc(SCC(=O)N3CCCCC3)c(C#N)cc2c1	-3.0	0	-5.2	1	0	·	-1	-17	·
COCCNC(=O)c1noc2c1CCc1cc(OC)ccc1-2	-1.1	3	-1.5	3	6	2	1	-6	1
COc1ccccc1CNC(=O)c1ccc2c(c1)OCO2	-4.2	-5	-3.6	7	6	-3	4	-3	-3
COc1ccc(C(=O)Nc2cccc(NC(=O)c3cccs3)c2)cc1OC	-0.2	-3	-1.1	1	5	-13	1	-12	-14
Cc1cccc(CSC2=NCCN2C(=O)c2ccc(Br)o2)c1	-3.7	-5	0.6	0	4	-13	-5	-5	-6
COc1cc(C=O)ccc1OS(=O)(=O)c1ccc(NC(C)=O)cc1	-3.6	1	-2.3	4	7	-9	-1	6	2
COc1ccc(OC)c(/C=N/NC(=O)CCCC(=O)Nc2cccc(Br)c2)c1	-5.6	-2	-1.5	-7	7	-14	-10	-18	-2
O=C(CCN1C(=O)C2C3C=CC(C3)C2C1=O)N1CCN(c2ccc([N+](=O)[O-])cc2)CC1 (stereo not given)	0.2	0	-0.5	-3	7	4	5	5	2
CN(C(=O)c1ccccc1)C1(C)CCS(=O)(=O)C1 (stereo not given)	0.9	-7	-1.9	12	2	13	5	0	-18
Cc1ccc(CNS(=O)(=O)c2cc3c(cc2C)NC(=O)CO3)cc1	-3.0	-1	-2.9	-9	6	18	6	-7	1
CCc1ccc(S(=O)(=O)Nc2ccc(C)c(NS(C)(=O)=O)c2)cc1	-3.4	-2	-2.9	7	8	6	·	-6	-8
CCOC(=O)CSc1nnc(-c2cccs2)n1-c1ccccc1	0.6	5	0.1	2	13	30	2	-21	-20
